ALOX12 inh: inhibitors of human 12S-lipoxygenase ALOX12; P18054; purified 12hLO, xylenol orange hydroperoxide absorbance; Potency, µM (doses to about 108 µM), for the others: at the top dose activity change, negative = inhibition, hits mostly inhibitors; hit rate 1.1% among 580,000; AID 1671190; further: potency means the concentration at half of the fitted maximal effect
Target sequence (P18054 whole entry, looked up): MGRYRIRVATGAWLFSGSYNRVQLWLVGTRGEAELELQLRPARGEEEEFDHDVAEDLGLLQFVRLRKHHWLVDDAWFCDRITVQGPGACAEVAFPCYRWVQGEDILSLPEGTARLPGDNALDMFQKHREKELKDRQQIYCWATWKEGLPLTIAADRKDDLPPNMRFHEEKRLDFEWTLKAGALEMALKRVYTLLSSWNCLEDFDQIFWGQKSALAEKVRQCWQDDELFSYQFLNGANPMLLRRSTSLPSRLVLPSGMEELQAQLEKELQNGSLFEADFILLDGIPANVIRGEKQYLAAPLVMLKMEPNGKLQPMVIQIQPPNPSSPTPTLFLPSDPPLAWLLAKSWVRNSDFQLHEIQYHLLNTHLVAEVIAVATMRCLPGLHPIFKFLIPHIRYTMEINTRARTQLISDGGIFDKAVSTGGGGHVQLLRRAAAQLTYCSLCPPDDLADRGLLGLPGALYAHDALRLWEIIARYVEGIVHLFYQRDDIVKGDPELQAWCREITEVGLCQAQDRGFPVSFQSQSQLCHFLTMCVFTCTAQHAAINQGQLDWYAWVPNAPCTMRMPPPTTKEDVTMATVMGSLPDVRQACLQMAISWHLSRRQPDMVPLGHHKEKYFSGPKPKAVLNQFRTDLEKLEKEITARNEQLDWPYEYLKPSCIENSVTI
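Purified human 12hLO at 150 nM in 25 mM Hepes, 0.01% Triton X-100, pH 7.0, preincubated 15 min at room temperature with compound. Reaction started with 40 uM arachidonic acid, 30 min at room temperature. Hydroperoxide measured by Fe-xylenol orange, 573/405 nm absorbance ratio.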
GLS inh: inhibitors of human glutaminase (GLS); O94925; GLS enzymatic activity, qHTS titration; Potency, µM (top dose mostly 45.5 µM), for the others: top-dose activity change, negative = inhibition, actives largely listed as inhibitors; hit rate 0.21% among 410,000; AID 624170; further: potency means the concentration at half of the fitted maximal effect
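Compounds were pin-transferred onto hKGA, after which L-glutamine (1 mM solution) and a detection mix of glutamate oxidase, HRP and Amplex Red were added. Initial and 30 min RT fluorescence reads were collected.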
PI4K2A block: inhibitors of human PI4K2A; Q9BTU6; purified PI4K2A, ADP-Glo luminescence, 1 h; stronger effect = lower value; activity change, negative = inhibition, % at 76.9 µM; hit rate 0.13% among 420,000; AID 1346378; in the data active means activity change below about -50%; inconclusive means mostly about -30% to -49%;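 further: -100% = wells without enzyme as full effect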
Target sequence (Q9BTU6 whole entry, looked up): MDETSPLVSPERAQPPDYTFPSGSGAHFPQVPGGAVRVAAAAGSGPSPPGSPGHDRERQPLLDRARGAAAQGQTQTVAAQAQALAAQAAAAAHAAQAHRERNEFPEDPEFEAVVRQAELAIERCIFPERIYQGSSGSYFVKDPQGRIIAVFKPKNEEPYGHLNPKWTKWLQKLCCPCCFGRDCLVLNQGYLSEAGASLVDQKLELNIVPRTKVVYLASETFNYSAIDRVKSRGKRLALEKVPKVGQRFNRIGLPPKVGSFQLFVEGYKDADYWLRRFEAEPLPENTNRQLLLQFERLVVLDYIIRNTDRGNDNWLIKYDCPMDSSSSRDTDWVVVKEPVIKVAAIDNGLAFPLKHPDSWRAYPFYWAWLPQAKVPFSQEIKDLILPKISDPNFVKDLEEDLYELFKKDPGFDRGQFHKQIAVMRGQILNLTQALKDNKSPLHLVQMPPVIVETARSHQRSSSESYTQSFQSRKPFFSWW
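Compounds are screened against recombinant PI4K2A using PI as substrate and ATP, the latter dispensed at 300 microM. Reactions run one hour at ambient temperature before ADP-Glo detection; full inhibition defined by wells lacking enzyme.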
* marks the source's active call; other numbers are inactive results; ? = inconclusive; [ ] = dose if it differs, or a comment. Unless noted, the call rests on the fitted dose curve; in most records, active means well fitted inhibition curve with a large enough effect; inconclusive means small, poorly fitted or top-dose-only effect, or another doubt; inactive means no such curve, though single readings can be large or run the other way. Unless noted, on the % scale 0 is the no-effect control and ±100 the full control effect.

SMILES	ALOX12 inh	GLS inh	PI4K2A block
CN(Cc1ccc(F)cc1)S(=O)(=O)c1ccc2[nH]c(=O)[nH]c2c1	6%	5%	2
O=CNc1cc(-c2ccc(C(=O)NC3CC3)cc2)cn2c(-c3ccccc3)cnc12	-2%	-8%	2
COc1ccc(CN2C[C@@H](CO)O[C@@H](n3cnc4c(N(C)C)ncnc43)C2)cc1	?	-6%	-1
CN(C)c1ccc(C=Cc2ccnc3ccccc23)cc1N	?	32%[activator]	-2
CN(CC(=O)Nc1ccc(F)c(F)c1F)C(=O)C1CCCN1C(=O)c1cccs1 (centres undefined)	1%	5%	-1
COC(=O)N(C)C[C@@H]1OCc2cnnn2CCCC(=O)N([C@H](C)CO)C[C@H]1C	10%	-11%	5
CCN(CC)S(=O)(=O)c1ccc(N2CCCC2)c(NC(=O)CSCc2c(C)noc2C)c1	0%	21%	-2
COCCN(CCOC)Cc1cc(=O)oc2cc(C)c(Cl)cc12	45µM*	0%	1
O=C1Nc2c(Cl)cccc2C1=O	-2%	1%	-1
O=C(Nc1cccc(-n2cnnn2)c1)C1CCCN(C(=O)Cc2cccc(Cl)c2)C1 (centres undefined)	6%	-2%	-1
CC1(C(=O)Nc2cccc(OC(F)(F)F)c2)Cc2c(-c3ccc(C(N)=O)cc3)ccnc2O1 (centres undefined)	-14%	-2%	5
COc1ccc(NC(=O)C2Cc3c(-c4cccc(C(C)=O)c4)ccnc3O2)cn1 (centres undefined)	3%	-1%	-7
Cc1ccc(S(=O)(=O)N(C)C[C@@H]2Oc3ncc(C#CCC(C)C)cc3C(=O)N([C@H](C)CO)C[C@H]2C)cc1	?	7%	-14
CC(C(=O)O)c1ccc(/C=C2\CCCCC2=O)cc1 (centres undefined)	-6%[22.9 µM]	-18%	1
CC[C@H]1O[C@H](C)CC2=C1C(=O)OC(C)(C)O2	0%	-11%	4
COc1cccc(CN2CC(C(=O)N3CCSCC3)CCC2=O)c1 (centres undefined)	-2%	10%	-3
CCCCCCC(=O)Oc1cccc(C2=CC(=O)CC(C)(C)C2=O)c1	-19%	0%	-2
COCOCCn1cc(CN2CCS(=O)(=O)N(Cc3ccc(-c4cccc(CO)c4)cc3)C(CC(C)C)C2=O)nn1 (centres undefined)	?	1%	-3
CCc1nc2ccc(C(=O)N3CCCCC3)cn2c1N(C)CCCc1ccccc1	12%	20%	3
CCOC(=O)[C@]12CCCC=C1N(Cc1cccc3ccccc13)C(=O)[C@H](CC(=O)N1CCCC1)C2	2%	6%	0
CCCNC(=O)C1(C)CCN(C(=O)c2ccc3c(c2)CCO3)C1 (centres undefined)	-2%	-3%	-2
CSc1ccc(Cn2c(C)c(C(=O)NCc3cccc(C)c3)sc2=O)cc1	1%	-22%	-2
COc1ccc(CNC(=O)c2sc(=O)n(Cc3ccc(-c4ccccc4)cc3)c2C)cc1OC	24%	-17%	0
C[C@@H]1CN([C@H](C)CO)C(=O)CCCn2nncc2CO[C@@H]1CN(C)C(=O)Cc1ccccc1	7%	-2%	2
O=S(=O)(c1cccnc1)N1CCCC(Nc2ccc(F)c(F)c2)C1 (centres undefined)	-4%	13%	-4

Only GLS inh (4 entries from above):
| mol | GLS inh |
| --- | --- |
| O=C1Nc2c(Cl)cccc2C1=O | 1% |
| O=C(Nc1cccc(-n2cnnn2)c1)C1CCCN(C(=O)Cc2cccc(Cl)c2)C1 (centres undefined) | -2% |
| CC1(C(=O)Nc2cccc(OC(F)(F)F)c2)Cc2c(-c3ccc(C(N)=O)cc3)ccnc2O1 (centres undefined) | -2% |
| COc1ccc(NC(=O)C2Cc3c(-c4cccc(C(C)=O)c4)ccnc3O2)cn1 (centres undefined) | -1% |

The listing continues.
SMILES	ALOX12 inh	GLS inh	PI4K2A block
Cc1ccc(S(=O)(=O)NN=C2CC(C)(C)OC2(C)C)cc1	0%	-3%	-4
COc1cccc(-c2cnc(C(O)c3ccccc3)[nH]2)c1 (centres undefined)	2%	2%	-4
COc1ccc(NC(=O)c2cc(C3CCCCN3C(=O)Cc3ccc(N(C)C)cc3)on2)c(C)c1 (centres undefined)	6%	24%	-2
O=Nc1c(O)cc(O)c2ccccc12	-9%	31%[activator]	0
CC(=O)Nc1nc2[nH]ccc2c(=O)[nH]1	-15%	-4%	-5
CCOC(=O)N(C)c1c(CC)nc2c(OCc3cccc(Cl)c3)cccn12	12%	2%	-2
OC(c1cccc(CN2CCCCC2)c1)c1ncc(-c2cccc(C(F)(F)F)c2)[nH]1 (centres undefined)	1%	-1%	-1
C[C@H](CO)N1C[C@H](C)[C@H](CN(C)S(=O)(=O)c2ccccc2F)OCc2cnnn2CCCC1=O	-3%	-4%	0
CSc1nc2ccc(NC(=O)CS(=O)(=O)c3ccccc3)cc2s1	-27%	5%	3
Cn1c(=O)c2cc(NC(=O)CCc3cccnc3)ccc2n1Cc1cccc(C(F)(F)F)c1	6%	-23%	0
COc1cccc(C(C)(O)c2nc(-c3cc(F)cc(F)c3)cs2)c1 (centres undefined)	-26%	5%	-6
COc1ccccc1-c1cc(NC=O)c2ncc(-c3cccc(C(F)(F)F)c3)n2c1	-30%	-6%	4
CC1Oc2ccc(C#N)cc2N(Cc2cccc(F)c2)C1=O (centres undefined)	-7%	2%	3
COc1cc(/C=C/C(=O)OCC(=O)Nc2ccc3[nH]c(=O)[nH]c3c2)ccc1OC(F)F	?	1%	-6
COc1ccc(NC(=O)CSc2nnc3n2CCCCC3)cc1OC	?	-1%	-2
Cc1cccc(S(=O)(=O)NC(=O)C2(C)CCN2C(=O)CC2CCCCC2)c1 (centres undefined)	-6%	-9%	-2
CCc1nc2c(OCC(=O)c3ccc(Cl)cc3Cl)cccn2c1N(C)C(=O)c1ccncc1	?	2%	-8
Cc1cc2nc(C(C)(C)C)c(Cc3cccc(F)c3)n2c(C)c1Br	?	4%	-2
CCCOc1ccc(F)cc1-c1cc(C(=O)Nc2ccc(C(C)C)cc2)[nH]n1	5%	-1%	-2
C[C@@H]1CN([C@H](C)CO)C(=O)c2c(c3ccccc3n2C)-c2ccccc2CO[C@H]1CN(C)Cc1ccc(-c2ccccc2)cc1	13%	-6%	-7
COc1ccc(C(=O)C(=NN)c2ccccc2)cc1	-19%	0%	-9
CCOc1ccc(-c2cc(C(=O)NCc3cc(C(F)(F)F)cc(C(F)(F)F)c3)[nH]n2)c(C)c1	-2%	8%	0
NC(Cc1ccccc1)c1csc(Nc2cc(Oc3ccccc3)ncn2)n1 (centres undefined)	-3%	8%	-3
CCc1nc2ccc(C(=O)NCc3cccs3)cn2c1N(CC)CCOC	1%	21%	-3
Cn1nc(C(C)(C)C)cc1NC(=O)C1(C)CCN1C(=O)C1(c2ccccc2)CC1 (centres undefined)	2%	-10%	3

Arranged by the number under GLS inh (high to low): three of the compounds above.
SMILES	ALOX12 inh	GLS inh	PI4K2A block
COc1ccc(NC(=O)c2cc(C3CCCCN3C(=O)Cc3ccc(N(C)C)cc3)on2)c(C)c1 (centres undefined)	6%	24%	-2
COc1cccc(-c2cnc(C(O)c3ccccc3)[nH]2)c1 (centres undefined)	2%	2%	-4
C[C@@H]1CN([C@H](C)CO)C(=O)c2c(c3ccccc3n2C)-c2ccccc2CO[C@H]1CN(C)Cc1ccc(-c2ccccc2)cc1	13%	-6%	-7

Additional compounds follow:
SMILES	ALOX12 inh	GLS inh	PI4K2A block
COCCNC(=O)C1(C)CCCN(Cc2cc(-c3ccccc3)n(C)n2)C1 (centres undefined)	-3%	4%	3
Cc1cc(C)cc(C(O)c2ncc(-c3ccccc3Cl)[nH]2)c1 (centres undefined)	4%	4%	-3
CCCCNC(=O)c1nc(-c2ccncc2)oc1-c1ccccc1	4%	-1%	-3
COc1cc(NC(C)CCCN)c2nc(C)ccc2c1Oc1ccc(F)cc1 (centres undefined)	-6%	?	-4
CCCN1CCC(C)(C(=O)Nc2ccccc2Oc2ccccc2)C1 (centres undefined)	?	7%	-7
CC1(C(=O)Nc2ccc(F)c(Cl)c2)Cc2c(-c3ccccc3)ccnc2O1 (centres undefined)	?	14%	-2
COc1ccc(N2c3ccccc3CN(Cc3ccccc3)[C@@H](C)[C@H]2Cc2cccnc2)cc1	2%	14%	-3
CCc1ccc2c(c1)NC(=O)C2(C)Cc1ccccc1OC (centres undefined)	-3%	-2%	7
CCC(CO)Nc1ccn2nc(-c3cccc(Cl)c3)cc2n1 (centres undefined)	?	4%	-4
CCOC(=O)N1CCN(C(=O)C[C@@H]2C[C@@]3(C(=O)OCC)CCCC=C3N(Cc3ccco3)C2=O)CC1	0%	-17%	-5
CC1(C)CC(=O)C=C(c2ccc(COC(=O)c3ccccc3)cc2)C1=O	-7%	-4%	1
CCOC(=O)C1(C)CCCN(C(=O)c2cccs2)C1 (centres undefined)	-16%	-3%	-2
Cn1c(=O)c2cc(NC(=S)NCc3ccccc3F)ccc2n1Cc1ccccc1	?	27%	1
COc1ccc(OC)c(CN2C(=O)c3ccccc3C2c2nnnn2Cc2ccccc2)c1 (centres undefined)	3%	-13%	4
O=C(Nc1ccc(-c2nc3ccccc3[nH]2)cc1)C1CCCN(Cc2ccn[nH]2)C1 (centres undefined)	?	-3%	-5
CCCCC1Cc2[nH]c(=S)[nH]c(=O)c2C(c2ccc(Cl)cc2)O1 (centres undefined)	?	0%	-3
COc1ccccc1C=C1CCc2ccccc2C1=O	?	-3%	-63*
COc1ccccc1N(C(C)=O)C1=C(Cl)C(=O)c2ccccc2C1=O	14µM*	?	-13
CCOC(=O)[C@]12CCCC=C1N(Cc1ccc(Cl)cc1Cl)C(=O)[C@H](CC(=O)NCC1CCCCC1)C2	-8%	-11%	2
CC(C)c1ccc(NC(=O)c2cc(-c3cc(F)ccc3OCC3CCCO3)n[nH]2)cc1 (centres undefined)	-18%	3%	-4
COC(=O)[C@]12CCCCC=C1N(Cc1ccco1)C(=O)[C@H](CC(=O)NCCc1ccccc1OC)C2	?	3%	2
O=C(CCCn1c(=S)[nH]c2cc3c(cc2c1=O)OCO3)NCCc1ccc(Cl)cc1	-30%	-11%	-2
O=C(NCCN1CCNC1=O)c1ccc2sc([C@@H]3O[C@H](CO)[C@H](O)[C@H](O)[C@H]3O)nc2c1	-1%	5%	3
c1ccc(CSc2nnc(NC3CCCCC3)s2)cc1	-2%	3%	3
CC(=O)c1ccc(NC(=O)CN2CCN(S(=O)(=O)c3ccc4c(c3)OCCO4)CC2)cc1	4%	0%	-5

Continuation.
SMILES	ALOX12 inh	GLS inh	PI4K2A block
COC(=O)c1cccc(NC(=O)c2ccc(S(=O)(=O)N(C)c3ccccc3OC)cc2)c1	-13%	-2%	0
CC(=O)NC(C)(c1ccccc1)c1nc(-c2ccc(S(C)(=O)=O)cc2)cs1 (centres undefined)	1%	2%	1
O=c1c(-c2ccccc2)cocc1-c1ccccc1	-12%	8%	-7
O=C(NCCc1ccccc1)c1cccc2c(-c3ccc(F)c(F)c3)coc12	-15%	3%	4
C[C@@H]1CN([C@H](C)CO)C(=O)c2c(c3ccccc3n2C)-c2ccccc2CO[C@H]1CN(C)C(=O)c1cc(Cl)cc(Cl)c1	?	-1%	-9
C[C@H](CO)N1C[C@H](C)[C@@H](CN(C)C(=O)C2CCOCC2)Oc2ncc(Br)cc2C1=O	4%	1%	-3
COc1cccc(CN2CCC2(C)C(=O)Nc2cccc(Oc3ccccc3)c2)c1F (centres undefined)	27%	-3%	2
CCOC(=O)C1CCCN(C(=O)c2ccc(OC)cc2)CC1 (centres undefined)	-10%	-4%	1
S=C(NCCc1ccccc1)N1CCC2CC1c1c(Cl)cccc12 (centres undefined)	?	0%	-2
CCCNC(=O)C1(C)CCN(CCOc2ccc(Cl)cc2)C1 (centres undefined)	-6%	14%	-1
COc1ccc(C2CC(c3cccs3)=NN2C(=O)CCCC(=O)O)cc1OC (centres undefined)	2%	1%	-2
CCOC(=O)C(=C1Nc2ccccc2N1)n1c(-c2cccnc2)nc2ccccc21	?	11%	-4
CN1CCN(C(=O)C2Cc3c(-c4ccc5c(c4)OCO5)ccnc3O2)CC1 (centres undefined)	?	6%	-4
NC(CCc1ccccc1)c1csc(Nc2ccc(C(=O)NCCO)cc2)n1 (centres undefined)	-12%	1%	2
Cc1cc(NC(=O)c2cc3cc([N+](=O)[O-])ccc3s2)no1	17%	11%	-3
COc1ccc(C(=O)Nc2nc(OCC(F)(F)F)cnc2/C=C\c2ccccc2)c(OC)c1	?	3%	-2
COc1cc(CN2C(=O)C(C)ON=C2c2ncccc2C)cc(OC)c1 (centres undefined)	16%	-1%	-4
CSCCC(c1nnnn1C1CCCC1)N1CCN(C/C=C/c2ccccc2)CC1 (centres undefined)	-3%	3%	-1
Cc1ccc(S(=O)(=O)N2C[C@@H](C)[C@]3(C2)[C@H](O)[C@H](OC(=O)NCc2ccccc2)C[C@H]2C(=O)N(c4ccccc4)C(=O)[C@H]23)cc1	-23%	-6%	0

Quoted from above (two entries):
SMILES	ALOX12 inh	GLS inh	PI4K2A block
CSCCC(c1nnnn1C1CCCC1)N1CCN(C/C=C/c2ccccc2)CC1 (centres undefined)	-3%	3%	-1
Cc1ccc(S(=O)(=O)N2C[C@@H](C)[C@]3(C2)[C@H](O)[C@H](OC(=O)NCc2ccccc2)C[C@H]2C(=O)N(c4ccccc4)C(=O)[C@H]23)cc1	-23%	-6%	0

The list is partial; rates above refer to the full screens.
